Compound activity (PubChem BioAssay)
MCL1-BIM inh = inhibitors of MCL1 binding to BIM-BH3, primary screen, biochemical, fluorescence polarization; Induced myeloid leukemia cell differentiation protein Mcl-1 (Homo sapiens), Q07820; GST-MCL1 / FITC-Bim-BH3 fluorescence polarization; inhibition, % at 10.9 µM; hit rate 0.68% among 320,000; AID 2057, 2009;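 active means inhibition above the mean inhibition of all tested compounds plus 3 SD, set per campaign, cut at about 40% in these data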;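 further: 0% = DMSO wells and 100% = unlabeled Bim-BH3 peptide control; higher means more loss of mP so more displacement of Bim peptide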
BCLXL inh = inhibitors of human Bcl-xL, primary screen, biochemical, fluorescence polarization, HTS; Bcl-2-like protein 1 (Homo sapiens), Q07817; GST-Bcl-xL / FITC-Bim BH3 peptide fluorescence polarization; inhibition, % at 10.9 µM; hit rate 0.7% among 320,000; AID 2129, 2009;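 active means inhibition above the mean of all tested compounds plus 3 SD, cutoff set per campaign, cut at about 30% in these data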;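 further: 0% = DMSO wells and 100% = unlabeled Bim-BH3 peptide competitor; inhibitors lower millipolarization by displacing the labeled peptide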
VLA-4 inh = inhibition in human VLA-4 binding assay, primary screen, VLA-4 allosteric modulator project, MLPCN library, flow cytometry, VLA-4 expressing cells; Integrin alpha-4 (Homo sapiens), P13612; ligand binding flow cytometry; inhibition, % (about 7 µM as worked out from the volumes in the protocol); hit rate 0.2% among 330,000; in the data active means inhibition above about 50%
GLD-1 RNA inh = GLD-1/TGE RNA complex disruptors, primary screen, biochemical, fluorescence polarization; hit rate 0.44% among 320,000; Female germline-specific tumor suppressor gld-1 (Caenorhabditis elegans), Q17339; inhibition, % at 5.96 µM; AID 2280, 2010; purified GLD-1 + fluorescein TGE RNA;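 active means percent inhibition above a per-plate cutoff, the plate mean of test compounds plus 3 SD, cut at about 30% in these data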;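 further: 0% = DMSO wells with GLD-1 and probe and 100% = wells lacking GLD-1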
Target sequence (Q17339 whole entry, looked up): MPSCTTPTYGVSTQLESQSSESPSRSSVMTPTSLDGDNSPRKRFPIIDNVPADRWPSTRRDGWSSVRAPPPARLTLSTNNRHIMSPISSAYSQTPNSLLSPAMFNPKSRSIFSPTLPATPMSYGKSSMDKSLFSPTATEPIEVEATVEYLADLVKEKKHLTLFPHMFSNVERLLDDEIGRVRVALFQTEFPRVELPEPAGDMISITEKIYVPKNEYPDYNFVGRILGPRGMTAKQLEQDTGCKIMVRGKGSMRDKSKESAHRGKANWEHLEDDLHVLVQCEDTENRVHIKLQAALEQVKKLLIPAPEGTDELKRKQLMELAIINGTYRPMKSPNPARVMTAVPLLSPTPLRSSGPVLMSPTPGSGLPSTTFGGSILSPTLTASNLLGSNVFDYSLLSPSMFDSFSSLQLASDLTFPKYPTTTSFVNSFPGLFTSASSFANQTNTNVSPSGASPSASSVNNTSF
AGP1-GFP MLPCN = modulators of AGP1-GFP expression in yeast TOR pathway, primary screen, cell-based, multiplex flow cytometry, S. cerevisiae, MLPCN library | 3 h; GFP as percent of DMSO wells | GFP response vs DMSO, % at 10 µM | hit rate 0.02% among 320,000 | AID 2066, 2009;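 active means GFP response relative to DMSO above a set limit, near screen average plus 3 SD, cut at about 150% in these data; inconclusive means fewer than 70 cells counted for the yeast strain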;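 further: median GFP channel fluorescence of the gated AGP1 strain per well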
CIT2-GFP yeast = modulators of CIT2-GFP expression in yeast, primary screen, S. cerevisiae, GFP fusion, multiplex flow cytometry, MLPCN library; AID 2029, 2009; S. cerevisiae CIT2-GFP strain, 3 h; 100 means same as DMSO wells; hit rate 0.065% among 320,000; GFP response vs DMSO, % at 10 µM;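 active means GFP response relative to DMSO above a set limit, near the screen mean plus 3 SD, cut at about 150% in these data; inconclusive means Fewer than 70 cells measured for a yeast strain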;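 further: ratio of well median GFP fluorescence to mean of DMSO wells on the plate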
GRK2 inh = compounds blocking aptamer binding on GRK2 – biochemical, human GRK2, bead flow cytometry, HTS, primary screen; Beta-adrenergic receptor kinase 1 (Homo sapiens), P25098; FAM-aptamer displacement from GRK2; inhibition of aptamer binding, % at 10 µM; hit rate 0.59% among 330,000; AID 488847, 2010;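 active means inhibition of aptamer binding above 40%, roughly 3 SD of noise, on plates passing a quality check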;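 further: median bead fluorescence of bound FAM aptamer so fluorescent compounds give negative values; no value below 0 was filed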
Fam108B counter = mouse Fam108B serine hydrolase inhibitors, primary screen, counter-screen for RBBP9 inhibitor project, biochemical, fluorescence polarization | recombinant Fam108B, FP-Rh probe fluorescence polarization | inhibition, % at 9.51 µM | hit rate 0.33% among 300,000 | AID 1947, 2009;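 active means inhibition above the screen mean inhibition plus 3 SD, computed separately per campaign, cut at about 18% in these data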;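 further: inhibitors lower polarization as less probe binds the enzyme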
MEX-5 binding = MEX-5 zinc finger RNA-binding disruptors – biochemical, C. elegans, fluorescence polarization, MLPCN library, primary screen | Zinc finger protein mex-5 (Caenorhabditis elegans), Q9XUB2 | MEX-5/FITC-TCR2 RNA binding; hits give low values | activity score (negative = inhibition of binding), % at 10 µM | hit rate 0.38% among 300,000;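 active means inhibition past about -25% in most replicates, and total fluorescence under double the plate's negative control median, limit read from the data; inconclusive means replicates evenly split on the limit, or fluorescence at least double controls; inactive means too little inhibition in most replicates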;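 further: 0% = DMSO and -100% = 5 µM competing unlabeled TCR2 RNA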
Target sequence (Q9XUB2 whole entry, looked up): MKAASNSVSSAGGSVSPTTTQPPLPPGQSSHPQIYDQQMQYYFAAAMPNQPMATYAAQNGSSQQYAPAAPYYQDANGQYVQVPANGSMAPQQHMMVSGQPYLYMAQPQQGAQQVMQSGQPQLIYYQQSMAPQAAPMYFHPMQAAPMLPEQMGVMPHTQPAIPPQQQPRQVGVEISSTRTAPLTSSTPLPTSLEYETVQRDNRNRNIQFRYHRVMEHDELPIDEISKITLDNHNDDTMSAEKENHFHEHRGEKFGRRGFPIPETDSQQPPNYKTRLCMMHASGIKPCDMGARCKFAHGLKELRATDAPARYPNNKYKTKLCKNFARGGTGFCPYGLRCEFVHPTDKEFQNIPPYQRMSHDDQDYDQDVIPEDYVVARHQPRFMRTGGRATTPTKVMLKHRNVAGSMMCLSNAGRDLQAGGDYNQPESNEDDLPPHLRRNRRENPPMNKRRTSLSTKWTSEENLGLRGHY
The depositor's hits bear a star; ? = inconclusive; / = not tested or not shown; & = joins results of further samples. This is a subset; rates above refer to the full screens.

SMILES | MCL1-BIM inh | BCLXL inh | VLA-4 inh | GLD-1 RNA inh | AGP1-GFP MLPCN | CIT2-GFP yeast | GRK2 inh | Fam108B counter | MEX-5 binding
CSc1ccc(C(=O)C2CCCN(Cc3cc4ccccc4[nH]3)C2)cc1 (stereo not given) | 2 | 5 | 22 | -3 | 103 | 104 | 0 | 0 | -3.0
O=Cc1c(C(=O)O)n(Cc2ccc(Cl)cc2)c2ccccc12 | -101 | -55 | 13 | -67 | 104 | 105 | 1 | -3 | 27
C[C@]12CC[C@H](O)CC1=CCC1C2CC[C@@]2(C)C1C[C@@H]1CC(=O)O[C@@H]12 (stereo not given in full) | / | / | 0 | 5 | 96 | 93 | 12 | / | /
O=C(c1cccc(N2CCCC2=O)c1)N1CCC2(CC1)OCCO2 | 5 | 6 | 19 | 8 | 100 | 100 | 0 | 2 | -1.9
O=C1CN=C(c2ccccc2)c2cc([N+](=O)[O-])ccc2N1 | / | / | 9 | 0 | 100 | 100 | 0 | / | /
C#CC(CC)(CC)NC(=O)Nc1ccc(OCC)cc1 | -2 | 2 | -3 | 2 | 94 | 85 | 0 | -2 | 0.4
CC[C@]12CC[C@H](O)CC1=CCC1C2CC[C@]2(C)C(=O)CCC12 (stereo not given in full) | / | / | 12 | -3 | 95 | 79 | 42* | / | /
CC(=O)c1c(C)n(C2CCCCC2)c2ccc(O)cc12 | -5 | -5 | 3 | 1 | 109 | 110 | 6 | 1 | -1.8
COc1ccc(N2C(=O)CC(N3CCC(n4c(=O)[nH]c5ccccc54)CC3)C2=O)cc1 (stereo not given) | -4 | 3 | 5 | 7 | 105 | 109 | 0 | 4 | -0.2
COC(=O)Cn1cc(/C=C2\C(=O)NC(=O)N(c3ccc(OC)cc3)C2=O)c2ccccc21 | 0 | -4 | 17 | -14 | 100 | 107 | 0 | -5 | -54*
O=c1[nH]c(=S)n(C2CC2)c(O)c1/C=N/N1CCOCC1 | -9 | 4 | -8 | -6 | 95 | 105 | 1 | 10 | 1.0
COC(=O)[C@@]1(Cc2ccc(F)cc2)[C@H]2c3cc(C(=O)N(C)C)[nH]c3C[C@H]2CN1C(=O)c1ccccc1 | -2 | 4 | 34 | 8 | 97 | 98 | 0 | 1 | /
O=C(c1ccccc1)C1CCCN(Cc2nc(-c3cnccn3)no2)C1 (stereo not given) | 0 | 7 | 11 | -6 | 111 | 98 | 3 | -2 | 1.1
Cn1cnc([N+](=O)[O-])c1Sc1ccc([N+](=O)[O-])cc1 | 13 | 13 | -3 | 1 | 95 | 97 | 0 | 4 | 1.0
COc1cccc(N2CCN(Cc3cccc(Cl)c3)CC2)c1 | -3 | 4 | 4 | 7 | 98 | 94 | 0 | -2 | 0.2
Cc1ccc(-n2c(O)c(/C=C/C=Nc3ccccc3)c(=O)[nH]c2=O)cc1 | -192 | -92 | -27 | -123 | 104 | 112 | 5 | -18 | 11
C=CCOC(=O)COc1cc(C)cc2oc(=O)c3c(c12)CCC3 | 5 | 5 | 10 | 11 | 98 | 103 | 1 | -1 | -2.1
Cc1cccc(CN2CCCC(C(=O)c3ccc(C(F)(F)F)cc3)C2)n1 (stereo not given) | 9 | 5 | -1 | 4 | 102 | 107 | 0 | 2 | 1.0
CCN1CCC(N(C)C2CCCCC2)CC1 | 5 | 3 | 0 | 6 | 93 | 121 | 0 | 8 | -2.0
CC1=CC(=O)C2=C(C)C[C@H](O)[C@@H]3[C@H](OC(=O)[C@H]3C)[C@@H]12 | 1 | 5 | 15 | 2 | ? | ? | 2 | 1 | /
O=C(CN1CCCC1)Nc1ccc(Cl)cc1C(=O)c1ccccc1 | 6 | 7 | -8 | 3 | 95 | 89 | 0 | -1 | -2.6
COc1cc(C)c(CNCCc2c[nH]c3ccccc23)cc1C | -7 | -2 | 1 | 1 | 105 | 102 | 0 | 0 | -0.4
CCCc1nc2ccc(Br)cc2c(=O)n1-c1ccc([N+](=O)[O-])c(C(F)(F)F)c1 | 4 | 5 | 6 | -2 | 100 | 108 | 0 | -4 | 1.8
COC(=O)C1=C(c2ccc(F)cc2OCc2ccccc2)C[C@@H]2CC[C@H]1N2C(=O)NCCNC(C)=O | 7 | 7 | 2 | 2 | 106 | 108 | 3 | / | /
O=[N+]([O-])c1cccc(C2N3CCCN23)c1 (stereo not given) | 8 | 0 | 5 | -6 | 94 | 106 | 0 | 6 | 0.6

Carrying on:
SMILES | MCL1-BIM inh | BCLXL inh | VLA-4 inh | GLD-1 RNA inh | AGP1-GFP MLPCN | CIT2-GFP yeast | GRK2 inh | Fam108B counter | MEX-5 binding
CC(C)OCC(O)CN1CC2C[C@@H](C1)Cn1c2cccc1=O (stereo not given in full) | 1 | 7 | 8 | 0 | 96 | 98 | 0 | 3 | -2.8
CCOP(=S)(OCC)C(O)CCCCCn1c(=O)c(F)cn(C2CCCO2)c1=O (stereo not given) | -9 | 0 | -1 | 2 | 91 | 100 | 1 | -3 | 1.2
Fc1ccc2c(c1)nnn2C1CCN(Cc2ccccc2)CC1 | 5 | 4 | 4 | -8 | 102 | 101 | 2 | 4 | -0.6
N=C1C(c2ccccc2)=C(O)CN1Cc1ccco1 | 17 | 18 | 15 | 6 | 97 | 104 | 0 | 9 | -0.1
CCN(CC)P(=O)(/C=C(\Cl)c1ccccc1)/C=C(\Cl)c1ccccc1 | 5 | 6 | 3 | -3 | 96 | 102 | 0 | 0 | 3.7
CC(=O)OC1(Cc2ccccc2)CN2CCC1c1ccccc12 (stereo not given) | 3 | 3 | -24 | 2 | 71 | 111 | 0 | 3 | 1.8
CCOc1cc2c(cc1OCC)-n1cccc1C(c1cccc(F)c1)NC2 (stereo not given) | 0 | 3 | 9 | 3 | 99 | 119 | 0 | -7 | 0.8
COc1ccc2c3c1OC1C(=O)CC[C@@]4(O)[C@@H](C2)N(CC2CC2)CC[C@]314 (stereo not given in full) | / | / | -11 | 1 | 100 | 99 | 1 | / | /
CCN1C(=O)C(=C2C=C(C)OC(C)=C2)C(=O)N(CC)C1=S | -3 | 4 | 11 | 2 | 100 | 96 | 0 | -2 | -2.4
COC(=O)C1=C(c2c(C)noc2C)C[C@@H]2CC[C@H]1N2C(=O)NC1CCCCC1 | 11 | 5 | 7 | 0 | 100 | 98 | 0 | / | /
CN(C)/C=C/C(=O)C(Cl)(Cl)Cl | -2 | 4 | 1 | -2 | / | 93 | 6 | -2 | -0.4
CCc1ccc(NP(=O)(Oc2ccccc2F)Oc2ccccc2F)cc1 | 4 | 6 | 0 | 0 | 100 | 97 | 0 | -5 | -0.5
O=C(c1ccc(CNS(=O)(=O)c2ccccc2)cc1)N1CCC2(CC1)OCCO2 | 3 | 2 | 3 | 4 | 102 | 99 | 0 | 1 | /
CCCCCCCSc1cc(OC)c(CCN(C)C)cc1OC | 0 | 4 | 21 | -2 | 102 | 96 | 0 | 6 | -2.8
Cc1[nH]c2c(Cl)cccc2c1CCN | 0 | 3 | -22 | -3 | 103 | 110 | 0 | 2 | 0.0
Cc1cc(C)c(Cn2c(C(=O)O)c(C=O)c3ccccc32)c(C)c1 | -48 | -34 | -19 | -41 | 97 | 88 | 0 | -4 | 4.2
Cc1ccc(N2C(=O)NC(=O)/C(=C/c3cnn(-c4ccc(C)cc4)c3)C2=O)cc1 | -12 | -4 | 16 | -13 | 62 | 77 | 4 | 0 | -10
CC(C)(C)N1C(=O)NC(=O)/C(=C\c2ccc3c(c2)CCN3CCCCl)C1=O | -14 | -9 | -8 | 8 | 106 | 100 | 0 | 4 | 0.6
Clc1ccc(CSC(Cn2ccnc2)c2ccc(Cl)cc2Cl)cc1 (stereo not given) | 10 | 8 | 40 | 14 | 87 | 82 | 4 | 3 | 0.7
Cc1ccccc1-n1c(O)c(C(c2ccncc2)c2c(O)n(-c3ccccc3C)c(=O)[nH]c2=O)c(=O)[nH]c1=O | 3&1 | 4&0 | 21&15 | 0&5 | 113&103 | 117&98 | 0&0 | 2&0 | 0.5&1.5
COc1cc(Br)c(CNCCc2ccc3c(c2)OCO3)cc1OC | 15 | 10 | 0 | 8 | 112 | 94 | 4 | 4 | -0.1
O=C(NC(=O)c1c(F)cccc1F)Nc1cc(Cl)c(F)c(Cl)c1F | 2 | 3 | 1 | -11 | 110 | 102 | 0 | -3 | -2.0
Cc1nn(C2CCOC(C)(C)C2)c2c1C(c1ccc(OC(C)C)cc1)SCC(=O)N2 (stereo not given) | -2 | -3 | -2 | 6 | 97 | 108 | 7 | -2 | 1.4
NC(=O)CN1CC(c2ccccc2)CC1=O (stereo not given) | -3 | 1 | 21 | 1 | 103 | 112 | 1 | 3 | 0.7
Cc1ncc2n1-c1ccc(Cl)cc1C(c1ccccc1F)=NC2 | / | / | 29 | -1 | 97 | 96 | 0 | / | /

Continued.
SMILES | MCL1-BIM inh | BCLXL inh | VLA-4 inh | GLD-1 RNA inh | AGP1-GFP MLPCN | CIT2-GFP yeast | GRK2 inh | Fam108B counter | MEX-5 binding
COC(=O)C1=C(c2ccc(F)cc2OCc2ccccc2)C[C@@H]2CC[C@H]1N2C(=O)NCc1ccc2[nH]ccc2c1 | 2 | 3 | 0 | 2 | 96 | 93 | 1 | / | /
C[C@]12CC[C@H](O)C[C@H]1CC[C@@H]1[C@@H]2CC[C@]2(C)[C@@H](C3=CC(=O)OC3)CC[C@]12O | 2 | -2 | 14 | -2 | 82 | 74 | 0 | -4 | /
Cc1cccc(CCNCc2cc3cccc(C)c3[nH]c2=O)c1 | / | / | -1 | / | 95 | 96 | 0 | / | 2.1
Nc1c(C(=O)OCC2CCCO2)c2nc3ccccc3nc2n1Cc1cccs1 (stereo not given) | 2 | 3 | 3 | 1 | / | 116 | 4 | 0 | -2.7
C=CC[C@@H](C)CC(=O)C(CCCN=[N+]=[N-])SOOc1ccccc1 (stereo not given in full) | -1 | 3 | 1 | 0 | 85 | 92 | 2 | 0 | /
CCC(=NCc1cccnc1)c1c(O)n(-c2ccccc2)c(=O)[nH]c1=O | 1 | 1 | 9 | 4 | 109 | 101 | 0 | 2 | 0.7
Fc1ccccc1CCNCc1cccc2ccccc12 | 1 | 1 | -1 | 3 | 94 | 100 | 0 | 2 | 0.8
CC(=NCc1ccco1)c1c(O)n(-c2ccccc2)c(=O)[nH]c1=O | 1 | 3 | 14 | -6 | 97 | 94 | 0 | -2 | 0.0
CCN1CCN(Cc2cc(Br)ccc2O)CC1 | 4 | 7 | -2 | 0 | 103 | 103 | 0 | -3 | -1.3
CC/C(=N\NC(N)=O)c1c(O)[nH]c(=O)[nH]c1=O | 4 | 4 | -5 | 8 | 100 | 89 | 0 | 2 | -0.9
